# Screens as filed in PubChem.
# mcGAS lum – mouse cGAS inhibition by luminescence | inhibition, % at 12.5 µM | 160,000 compounds, 0.15% hits | Q8C6L5 | recombinant cGAS, Kinase-Glo ATP depletion luminescence;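 note: 0% = negative control wells and 100% = reference inhibitor with no enzyme activity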
# NPYLR7 ag – mosquito NPYLR7 agonism | HEK293T NPYLR7/Galpha15, GCaMP6s calcium fluorescence | 270,000 compounds, 0.15% hits | AID 1259423 | activation, % at 10 µM; in the data active = activation above about 40%;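 note: 0% = vehicle and 100% = reference agonist at the receptor; some compounds past the cut are filed as inactive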
# hcGAS inh – inhibitors of human cGAS; Q8N884; recombinant h-cGAS, ATP depletion, Kinase-Glo luminescence; inhibition, % at 12.5 µM; 290,000 compounds, 0.081% hits; AID 1259398;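 note: 0% = vehicle reaction and 100% = reaction without DNA for no activity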
# Target sequence (Q8N884 whole entry, looked up): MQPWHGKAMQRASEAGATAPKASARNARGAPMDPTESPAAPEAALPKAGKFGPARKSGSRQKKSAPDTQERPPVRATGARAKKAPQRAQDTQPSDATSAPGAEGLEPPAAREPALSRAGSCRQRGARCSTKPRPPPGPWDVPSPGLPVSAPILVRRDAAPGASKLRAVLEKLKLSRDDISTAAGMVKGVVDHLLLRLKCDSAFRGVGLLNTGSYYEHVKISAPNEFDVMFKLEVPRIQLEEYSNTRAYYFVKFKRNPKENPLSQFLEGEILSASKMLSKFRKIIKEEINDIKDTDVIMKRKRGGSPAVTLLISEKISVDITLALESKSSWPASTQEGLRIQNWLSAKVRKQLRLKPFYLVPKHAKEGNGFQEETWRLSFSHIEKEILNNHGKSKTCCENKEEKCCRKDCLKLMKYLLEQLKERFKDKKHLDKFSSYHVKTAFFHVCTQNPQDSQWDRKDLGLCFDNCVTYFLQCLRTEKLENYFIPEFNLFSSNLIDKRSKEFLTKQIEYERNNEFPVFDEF
# The depositor's hits bear a star; . = not tested or not shown; & = joins results of further samples. Cut-off read from the data, not from the text of the source, unless noted: active = inhibition above about 40%; inactive = the rest.
No.	SMILES	mcGAS lum	NPYLR7 ag	hcGAS inh
1	Cc1cccc(COCC2CN(C(=O)COCc3ccccc3)CCO2)c1 (stereo not given)	.	9.7	1.6
2	O=C(CNC(=O)C(c1ccccc1)c1ccccc1)N=Nc1c(O)[nH]c2ccc([N+](=O)[O-])cc12	-5.6	3.5	-4.4
3	COc1ccc(N2CCN(C(=O)c3cc(-c4cccs4)nn3-c3ccc(Cl)cc3)CC2)cc1	-4.4	14.1	-7.2
4	OCCCN(CCn1cccn1)C1CCc2ccccc21 (stereo not given)	.	-4.0	-8.9
5	O=C(CCCSc1ccc(NC(=O)C2CC2)nn1)Nc1ccccc1Cl	-6.1	0.5	-2.6
6	CCNC(=S)N(Cc1csc(COc2cccc(C)c2C)n1)C(C)C	-2.3	14.4	0.5
7	CCOc1ncccc1-c1cccc(C(=O)OC)c1	-17.8	0.9	-9.2
8	O=C1OC2C3CCC(C1[C@H]3CO)[C@H]2I (stereo not given in full)	.	-0.5	-1.4
9	CCC(C)C(NC(=O)c1ccc(Cl)cc1)C(=O)Nc1nnc(-c2ccc(Br)cc2)s1 (stereo not given)	-4.5	16.9	-4.3
10	CNC(=O)Cc1noc(-c2sccc2C#N)n1	.	3.4	-5.5
11	CCCCOC(=O)C1=C(C)N(C)C(=O)NC1c1ccc(Cl)cc1 (stereo not given)	.	3.8	-2.2
12	O=C(NCC1CCCO1)C(C1CCCC1)N1CCN(C(=O)C2CCC2)CC1 (stereo not given)	-3.5	-6.9	-4.4
13	COC(=O)C(=O)N1CC(=O)N2CCc3ccc(F)cc3C2C1 (stereo not given)	-6.0	25.2	-2.1
14	N#Cc1ccc(C#N)c(-c2ccccc2)c1	.	0.1	2.8
15	c1ccc(-c2ccc(C3=Nc4ncnn4C(c4ccsc4)C3)cc2)cc1 (stereo not given)	0.3	13.4	1.9
16	CC1(C)C=Cc2c(cc3occ(-c4ccc5c(c4)OCO5)c(=O)c3c2O)O1	-4.2	.	-5.3
17	C(=N/Nc1nc(N2CCCCC2)nc(N2CCCCC2)n1)/c1c[nH]c2ccccc12	2.5	-6.2	2.8
18	Cc1ccc(NC(=O)CSc2ccccc2C(=O)N2CCN(C(=O)C3CC3)CC2)cc1	.	6.7	-6.6
19	COc1ccc(S(=O)(=O)Nc2ccc3nc(N4CCCC4)sc3c2)cc1OC	-2.7	-0.1	-0.5
20	CCn1nnnc1NCc1ccc(OCc2ccc(C)cc2)cc1	.	2.5	-3.9
21	CCN1CCN(C(=O)c2cc(-c3ccc(OC)cc3)nc3cc(C(C)(C)C)nn23)CC1	-8.3	9.8	-10.8
22	COc1ccc(C=C2SC(=O)N(CCNC(=O)NCc3cccc(OC)c3)C2=O)cc1	1.3	-4.4	2.3
23	Cc1cccc(Cc2nnc(CCC(=O)NCc3cccc(C(F)(F)F)c3)o2)c1	-2.9	1.7	-0.2
24	O=C(NCc1nnnn1-c1ccc(F)cc1)c1ccc(Br)o1	-5.6	-3.3	-2.8
25	O=C(Nc1cccs1)N1CCn2cccc2C1c1cccnc1 (stereo not given)	.	13.9	-4.2
26	COc1cc(CNc2nn[nH]n2)ccc1OCc1cccc(C)c1	.	-7.5	0.6
27	O=C(NC1CCCN(c2nc3ccccc3s2)C1)C1(N2CCOCC2)CCCCC1 (stereo not given)	-6.3	15.4	1.7
28	N#Cc1cccc(S(=O)(=O)NC2CCc3ccccc32)c1 (stereo not given)	.	-0.3	10.6
29	CN1CCCC2(CCN(C(=O)CCCc3ccc(F)cc3)C2)C1=O (stereo not given)	.	8.2	-12.3
30	COc1cccc(-c2cc(-c3ccc(C(=O)N4CCN(CCCC#N)CC4)cc3)[nH]n2)c1	-3.9	-3.6	-6.9

# Limited to NPYLR7 ag and mcGAS lum (two entries from above):
no.	Compound	NPYLR7 ag	mcGAS lum
8	O=C1OC2C3CCC(C1[C@H]3CO)[C@H]2I (stereo not given in full)	-0.5	.
21	CCN1CCN(C(=O)c2cc(-c3ccc(OC)cc3)nc3cc(C(C)(C)C)nn23)CC1	9.8	-8.3

# (cont.)
No.	SMILES	mcGAS lum	NPYLR7 ag	hcGAS inh
31	Cc1ccccc1N1CCN(C(=O)CN2Cc3ccccc3OC(c3ccccc3F)C2)CC1 (stereo not given)	-13.4	2.9	-6.8
32	O=C(C1CCCN(c2nc(Cc3ccccc3)ns2)C1)N1CCN(c2ccc([N+](=O)[O-])cc2)CC1 (stereo not given)	-5.7	-9.6	-17.1
33	CSc1nc(N2CCOCC2)c2cnn(CCNC(=O)c3ccc(F)cc3)c2n1	-0.8	8.0	9.8
34	NC(=O)c1ccc(OC2CCN(c3ccc(Cl)cc3)C2=O)cc1 (stereo not given)	.	-6.8	-15.1
35	Nc1ncnc(NCCO)c1[N+](=O)[O-]	0.2	6.8	5.1
36	COCCOC(=O)C1=C(C)NC2=C(C(=O)CCC2)C1c1ccc(N(C)C)cc1 (stereo not given)	-6.3	-4.6	-4.4
37	O=C1C=CC(=O)N1c1ccc(Cl)c(Cl)c1	.	-5.0	8.3
38	Cc1nnc(NC(=O)NC(c2ccccc2)c2ccc(F)cc2)s1 (stereo not given)	.	3.8	-10.1
39	O=C(c1ccc(Cl)c(Cl)c1)C1CCN(C(=O)NCC2COCCO2)CC1 (stereo not given)	.	1.5	-8.2
40	NCC1Cc2cc(-c3ccc(Cn4ccnc4)cc3)cc(F)c2O1 (stereo not given)	.	2.4	-2.4
41	COCCCn1cc(C(=O)N2CCN(c3ccc(F)cc3)CC2)c2nn(-c3ccccc3)c(=O)c-2c1	-8.0	4.8	-3.3
42	CCOc1ccccc1NC(=O)CSc1nc2c(-c3ccccc3)c[nH]c2c(=O)n1C	-9.3	1.3	-6.0
43	OCCCn1cnc(-c2ccccc2)c1-c1cccc2c1OCO2	-17.3	9.1	-1.4
44	Cc1cccc(Cc2nnc(CCC(=O)NCc3ccncc3C)o2)c1	-2.8	2.2	1.4
45	OCC1(CCCc2ccccc2)CCN(c2cnccn2)CC1	1.1	1.5	1.4
46	COc1cccc2sc(=NC(=O)c3nc4ccccc4s3)n(C)c12	.	-0.3	-9.0
47	CCN1CCN(Cn2ncn(C)c2=S)CC1	-8.3	21.6	-10.8
48	Cc1nc2n(n1)CCCC2N (stereo not given)	.	-13.3	2.2
49	COc1cccc(COc2coc(CN3CCCN(S(=O)(=O)c4c(F)c(Br)cc(F)c4Br)CC3)cc2=O)c1	0.2	-4.1	1.4
50	CC(=NNC(=S)NC1CCCCC1)c1ccc(C)o1	.	-3.4	3.2
51	CCCCNC(=O)c1ccc2nc(CC)c(N(C)Cc3cccs3)n2c1	-4.8	9.9	-6.1
52	Cn1c(C2CCS(=O)(=O)C2)nn(CN2CCCc3cc(F)c(F)cc32)c1=S (stereo not given)	.	12.1	-5.6
53	CCn1ccnc1CN1CCOC2(COCCN(C(=O)c3ccccc3)C2)C1 (stereo not given)	.	10.3	-4.4
54	CCNC(=O)O[C@H]1C(=O)N(C)C2(CCN(C(=O)OCC)CC2)[C@@H]1C(=O)NC	-3.4	32.2	1.7
55	COc1cccc(CN2CCCC(O)(CNCC(F)F)C2=O)c1OC (stereo not given)	-8.8	9.2	-1.9
56	CS(=O)(=O)N1CCN(c2ccc([N+](=O)[O-])c(NCCOc3ccc(Cl)cc3)c2)CC1	.	2.5	-4.3
57	CCOC(=O)N1CCN(C2CCCN(C(=O)c3ccsc3)C2)CC1 (stereo not given)	.	0.2	-5.4
58	Cn1c(=O)n(CCCO)c(=O)c2c1nc1n2CCN1c1ccccc1	.	0.2	0.5
59	Cc1ccc(S(=O)(=O)c2c(C)nn(C(C)(C)C)c2OC(=O)CC(C)C)cc1	-8.4	1.5	-8.9
60	Cc1ccc(CN(Cc2ccccc2)CC(C)O)s1 (stereo not given)	-5.5	26.6	-9.7
61	CCOC(=O)C1CCN(C(c2cccc(Cl)c2)C2Sc3nc(CC)nn3C2=O)CC1 (stereo not given)	-7.0	-0.5	-6.9
62	CC(C)NC(=O)N1CCN(Cc2nc3ccccc3s2)CC1	-1.5	-1.4	2.0
63	CN(C(=O)CSc1nc2c(c(=O)[nH]1)CCCC2)C1CCCCC1	-0.1	7.3	1.1
64	CCc1[nH]n(C)c(=O)c1C1=C(N(C)Cc2ccccc2)C(=O)N(Cc2ccc(F)cc2)C1=O	-4.1	5.5	-2.6
65	Cc1cc(C(=O)Nc2cc(C)nn2-c2nc3ccccc3s2)on1	-4.0	-11.3	-2.3
66	CCOC(=O)C(C)n1cnc2c(nnn2-c2ccccc2)c1=O (stereo not given)	.	6.5	-5.9
67	CCOC(=O)C1=C(O)/C(=C\c2cccc(F)c2O)SC1=Nc1cccc(Cl)c1	-6.8	8.2	-9.6
68	CSc1sc(I)cc1/C=N\NC(=O)C(NC(=O)c1ccccc1)c1n[nH]c(=O)c2ccccc12 (stereo not given)	-1.5	0.3	-1.3
69	COc1ccc(CNC(C)c2nnc3ccccn23)cc1OC(F)F (stereo not given)	.	8.3	-2.7
70	CCCC1CCC(c2ccc(-c3noc(-c4ccc(F)cc4)n3)cc2)CC1 (stereo not given)	-5.9	-0.4	-9.4
71	O=C(c1cccc(Br)n1)N1CCOC(COCc2ccccc2F)C1 (stereo not given)	-5.8	-5.8	-5.1
72	CNc1cnc(-c2ccccc2CO)cn1	.	1.8	-15.7
73	Cc1c2c(c(C)n1-c1ccccc1)C1(CCCCC1C)NCC2 (stereo not given)	.	2.4	-12.4
74	O=c1cc(CN2CCN(S(=O)(=O)c3ccccc3Cl)CC2)occ1OCc1ccccc1Cl	-6.7	4.1	-2.0
75	C=CCOC(CN1CCN(C(=O)c2c(-c3c(Cl)cccc3Cl)noc2C)CC1)c1cccc(OC)c1 (stereo not given)	-5.9	.	-3.6
76	COc1cccc(-c2cnc(CNC(C)(C)c3nc(C)cs3)o2)c1	.	2.6	-8.8
77	CN1CC(=O)N2[C@H](c3ccc4c(c3)OCO4)c3[nH]c4ccccc4c3C[C@@H]2C1=O	.	-7.8	-6.7&-4.7
78	CC(=NNc1nc(C)cc(C)n1)c1ccc(C)o1	.	6.8	-4.9
79	CCN(CC(=O)N1CCc2sccc2C1c1ccccc1C)C(=O)C(Cl)Cl (stereo not given)	-0.3	-4.3	4.0
80	CCCCNC(=O)C1(C)CCCCN1C(=O)c1c(Cl)cccc1Cl (stereo not given)	-6.3	2.8	-11.1
81	CCCCC(=O)Nc1cccc(C(=O)N(CC)C2CCOC(C)(C)C2)c1 (stereo not given)	-16.6	22.5	-1.9
82	COc1cc(CN2CCOc3ccc(CN4CCc5sccc5C4)cc3C2)cc2c1OCO2	-12.8	4.8	-9.2
83	COCCN1CCCC2(CCN(C(=O)c3cccc4nccnc34)C2)C1 (stereo not given)	-13.2	8.9	-0.3
84	CCN1CCN(C(=O)c2ccc(CSc3nnc(-c4ccc(C)cc4)n3-c3ccc(OC)cc3)cc2)CC1	-4.0	2.8	-8.6
85	NS(=O)(=O)c1ccsc1C(=O)N1CCC2(CCCO2)CC1	.	9.8	-2.5
86	NC(=O)c1ccc(N2CCN(Cc3ccc(-c4ccccn4)cc3)CC2)nc1	-3.1	-1.5	-7.7
87	CCOC(=O)CCC(=O)N1CCN(C(=O)c2cc(-c3cccc(OC)c3)n(-c3ccccc3F)c2C)CC1	-5.2	-14.3	-16.9
88	CCc1cc(CN(C)Cc2ccc(C(=O)Nc3nccn3C)cc2)on1	.	-4.0	-3.1
89	CCc1c2ccc(C)n2cc[n+]1CC(=O)c1ccccc1	.	-15.2	5.1
90	Cc1ccc(-n2c(SCc3nc(C(=O)N4CCN(c5ccccc5F)CC4)cs3)nnc2-c2cccnc2)cc1	-5.5	9.6	-3.6

# Reformatted as labelled records: part of the list above
78: CC(=NNc1nc(C)cc(C)n1)c1ccc(C)o1
  mcGAS lum: .
  NPYLR7 ag: 6.8
  hcGAS inh: -4.9
88: CCc1cc(CN(C)Cc2ccc(C(=O)Nc3nccn3C)cc2)on1
  mcGAS lum: .
  NPYLR7 ag: -4.0
  hcGAS inh: -3.1

# Remaining list, next part:
No.	SMILES	mcGAS lum	NPYLR7 ag	hcGAS inh
91	CC(C)c1ccc(NC2CCCN(C(=O)C3=NN(C)C(=O)CC3)C2)cc1 (stereo not given)	.	2.5	-3.3
92	COc1cc2ncc(=O)n(Cc3c(C)noc3C)c2cc1OC	-12.2	2.4	-4.3
93	O=C(c1ccccc1C1CCNC1)N1CCN(c2ccc(F)cc2)CC1 (stereo not given)	.	-2.1	-3.1
94	Cc1ccc(-c2cc(CN(CC(C)C)C(=O)NC(C)C)no2)c(C)c1	.	3.9	-5.8
95	COc1ccc(-c2nn(-c3ccccc3C)cc2CN(C)Cc2ccccn2)cc1F	.	1.8	-6.6
96	CCOc1nc(-c2cccc(C(F)(F)F)c2)n(-c2ccc(NC(=O)/C=C/c3ccc([N+](=O)[O-])cc3)cc2)n1	-6.7	16.2	-2.1
97	COc1ccc(Nc2nc(NCc3ccccc3)nc3nccnc23)cc1	.	1.7	-0.5
98	COc1ccccc1C(=O)C1CCCN(C(=O)c2ccccc2C(F)(F)F)C1 (stereo not given)	-5.7	3.9	-2.3
99	CC(C)CC(N)c1nc2ccccc2[nH]1 (stereo not given)	.	4.1	-7.8
100	Cc1cccc(C)c1N=c1sc(C=C2C=Nc3ccccc32)c(O)n1-c1ccccc1	-7.4	-5.0	-2.3
101	COC(=O)C1c2sc(=O)[nH]c2SC2C3CC(C4C(=O)N(CC(=O)O)C(=O)C34)C12 (stereo not given)	.	18.3	-1.2
102	CCn1c(C2CCCN(Cc3cccn3-c3cccnc3)C2)nn(C)c1=O (stereo not given)	.	10.4	-4.8
103	O=C1COc2cc(S(=O)(=O)N3CCN(C(=O)C4CCC4)CC3)c(Cl)cc2N1	.	0.5	-5.6
104	Cc1ccc(Cc2nc(N3CCN(S(=O)(=O)Cc4ccccc4)CC3)c3c(-c4cccnc4)noc3n2)cc1	-5.1	16.3	-2.4
105	CC(c1ccccc1)N(Cc1cccc(Oc2ccccc2)c1)Cc1nc(C(=O)NCCN(C)C)co1 (stereo not given)	-6.1	15.8	-3.2
106	CCCNCC(=O)N(CCc1ccc(OC)c(OC)c1)Cc1sccc1C	.	3.7	-5.6
